High-throughput results (PubChem)
GC-A act = GC-A (human) enzyme activation; HEK293 GC-A cells, cGMP TR-FRET, EC30 ANP; 0% at EC30 ANP, 100% saturating ANP; P16066; activation, % at 10 µM; actives 0.14% (n = 370,000); in the data active = activation above about 40%
GC-B act = GC-B (human) receptor activation; HEK293-GC-B cells, CNP EC30, cGMP TR-FRET; 0% at EC30 CNP, 100% saturating CNP; activation, % at 10 µM; actives 0.11% (n = 370,000);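 active = activation at 10 µM reaching about 35% in either raw or pattern-adjusted values, limit read from the data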
sPLA2-III inh = Inhibits HGIII-sPLA2 liposome hydrolysis, primary screen | Q9NZ20 | QFRET BODIPY PC-A2 liposome hydrolysis, fluorescence | actives 0.56% (n = 370,000) | inhibition, % at 12.2 µM;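 active = inhibition above mean plus 3 SD of compounds lying within the high and low control bounds, cut at about 19% in these data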;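 note: 0% = median of test compound wells and 100% = no enzyme DMSO wells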
ADAM10 inh = inhibits human ADAM10; O14672; recombinant ADAM10, EDANS/DABCYL FRET peptide cleavage, 3 h; inhibition, % at 7 µM; actives 0.62% (n = 370,000);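 active = inhibition above a per-campaign cutoff equal to the mean of compounds falling between control-based bounds plus 3 SD, cut at about 20% in these data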;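 note: 0% = DMSO wells while the 100% control is not disclosed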
proKLK7 act = activators of human kallikrein-7 zymogen | P49862 | purified proKLK7, EDANS-DABCYL substrate fluorescence; 100% is mature enzyme control, 0% vehicle | activation, % at 7 µM | actives 0.9% (n = 370,000);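 active = activation above the mean of all tested compounds plus 3 SD, computed per campaign excluding outliers beyond control limits, cut at about 13% in these data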
Target sequence (P49862 whole entry, looked up): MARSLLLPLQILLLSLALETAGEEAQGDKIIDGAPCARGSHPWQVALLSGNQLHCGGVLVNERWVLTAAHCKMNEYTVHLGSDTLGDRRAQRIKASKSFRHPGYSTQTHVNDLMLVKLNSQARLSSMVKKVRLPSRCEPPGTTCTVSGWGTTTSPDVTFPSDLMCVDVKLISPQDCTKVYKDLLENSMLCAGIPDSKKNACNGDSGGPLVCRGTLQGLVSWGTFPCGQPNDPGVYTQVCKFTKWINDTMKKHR
ASAP1 inh = blocks human ASAP1-stimulated Arf1 GTP hydrolysis; actives 0.19% (n = 360,000); GDP FP detection; Q9ULH1; inhibition, % at 16.5 µM; in the data active = inhibition above about 25%;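 note: 0% = vehicle with enzyme and substrate and 100% = no enzyme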
Target sequence (Q9ULH1 325-724 limits assumed): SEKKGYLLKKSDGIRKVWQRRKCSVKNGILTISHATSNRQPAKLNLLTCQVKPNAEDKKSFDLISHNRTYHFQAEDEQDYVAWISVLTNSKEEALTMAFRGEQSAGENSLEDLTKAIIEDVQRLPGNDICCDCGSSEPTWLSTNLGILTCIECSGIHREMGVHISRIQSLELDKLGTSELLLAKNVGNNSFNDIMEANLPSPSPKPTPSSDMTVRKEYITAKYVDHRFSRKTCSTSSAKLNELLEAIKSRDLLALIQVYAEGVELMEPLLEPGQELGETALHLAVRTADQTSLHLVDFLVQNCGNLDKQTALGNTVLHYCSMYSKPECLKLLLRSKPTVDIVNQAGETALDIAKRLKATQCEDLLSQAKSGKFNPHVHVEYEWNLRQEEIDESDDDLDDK
rCAG RNA binder = binds r(CAG) RNA repeats; inhibition, % at 3 µM; actives 1.3% (n = 370,000); r(CAG) RNA repeat, TO-PRO-1 dye displacement fluorescence; AID 651821;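 active = inhibition above the plate cutoff, the mean of all test compounds on that plate plus 3 SD, cut at about 35% in these data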;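 note: 0% = DMSO alone and 100% = 100 µM mitoxantrone as full dye displacement; higher means more dye released from RNA so lower well fluorescence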
ARFGAP1 inh = inhibitors of rat ARFGAP1 | AID 651572 | Q62848 | actives 0.26% (n = 360,000) | inhibition, % at 16.5 µM | Arfgap1-stimulated ARF1 GTP hydrolysis, GDP FP detection;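 active = inhibition above a per-plate limit, mean inhibition of low control wells plus 3 SD, cut at about 25% in these data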;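 note: 0% = DMSO wells with enzyme and 100% = wells lacking Arfgap1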
Target sequence (Q62848 1-136 limits assumed): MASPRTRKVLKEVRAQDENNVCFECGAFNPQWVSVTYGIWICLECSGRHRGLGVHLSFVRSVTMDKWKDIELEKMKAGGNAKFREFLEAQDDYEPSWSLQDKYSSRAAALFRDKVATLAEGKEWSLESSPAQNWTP
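Material: rat Arfgap1 catalytic domain, aa 1-136; also added: human ARF1(Δ1-17)-GTP substrate; compound dosing: one concentration, 16.5 µM, DMSO 1.26%; incubation: GTP hydrolysis reaction 2 h at 25 °C; measured by: Tracer-displacement fluorescence polarization with EDTA stop, 620/688 nm; evaluation: % inhibition from polarization; repeats: one replicate per compound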
DDE Tn6 FP inh = disrupts Tn6 cyclic peptide binding to fibrin D-Dimer-E complex. P02675. Fibrin DD(E) TRITC-Tn6 fluorescence polarization displacement. inhibition, % at 8.3 µM. actives 0.21% (n = 370,000). AID 720509;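 active = inhibition above a per-campaign cutoff: mean of compounds within control limits plus 3 SD, cut at about 15% in these data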;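 note: 0% = median of all compound wells on the plate and 100% = blocking peptide control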
GAA850 FXN act = increases GAA850 frataxin promoter reporter activity | AID 540364 | HEK293 lucGAA850 FXN promoter luciferase reporter, 24 h; percent of 10 µM SAHA response | actives 0.56% (n = 360,000) | activation, % at 6 µM;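 active = activation above the average of all compounds screened plus 3 SD, cutoff fixed separately per campaign, cut at about 7.5% in these data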;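 note: 0% = DMSO wells and 100% = 10 µM SAHA wells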
* hit, by the source's call; . = not tested or not shown. Rows were taken by chance. About 4.5% of those tested had a hit in this group.

structure	sPLA2-III inh	GAA850 FXN act	GC-A act	GC-B act	proKLK7 act	ARFGAP1 inh	DDE Tn6 FP inh	rCAG RNA binder	ASAP1 inh	ADAM10 inh
COc1ccc(-c2cn(/N=C/c3ccc(Cl)cc3Cl)c(N)n2)cc1	-1	2.1	-3	0	-0.7	7	-11	15	-7	7
O=C(Nc1ccccc1Oc1cccnc1)C1CCCN(Cc2ccc(F)cc2)C1 (stereo not given)	-3	-1.4	-5	-6	-0.3	-3	-5	-8	-10	-17
CCN1C(=NCc2ccc(OC)cc2)N[C@@H](c2ccccc2)[C@H](C(=O)OC)[C@H]1C	7	-1.6	-2	-3	0.3	10	-5	-5	-12	-6
CCN(CC)S(=O)(=O)c1cccc(C(=O)N/N=C2\CC(=O)CC(C)(C)C2)c1	-36	0.2	1	6	-2.8	-4	0	4	6	-17
Cn1cccc1Cc1nnc(SCC(=O)N2CCCCCC2)n1CCc1ccccc1	-18	0.2	1	-1	0.3	-8	5	-1	7	-9
CN(C)Cc1c(C(=O)N/N=C/C2CC=CCC2)nnn1-c1nonc1N (stereo not given)	2	-0.9	-1	-2	0.7	6	4	3	-5	6
CCCS(=O)(=O)N1CCCC(C(=O)NCCN(CC)c2ccccc2)C1 (stereo not given)	0	0.6	2	-5	0.2	19	-3	3	-3	-3
Cc1nn(-c2ccccc2)c2c1C(c1cccc([N+](=O)[O-])c1)N(c1ccccc1)C(=O)N2 (stereo not given)	15	0.6	-2	-2	0.0	12	-4	8	7	8
COC(=O)c1ccccc1OCc1cc(=O)oc2ccc(C)cc12	-5	.	-4	-5	0.3	-1	3	3	0	6
Cc1ccc(S(=O)(=O)Nc2ccc3c(c2)ncn3C(C)(C)C)cc1	-11	0.1	1	-8	-0.4	-5	-9	-1	-6	11
O=C(N/N=C/c1cccc(Cl)c1)C(c1ccncc1)N1CCOCC1 (stereo not given)	-5	1.3	-1	-6	-0.1	-4	-4	-2	-11	0
COc1ccc([C@H]2CC(=O)C=C(c3cccc(Cl)c3O)C2)cc1OC	-6	2.4	-1	1	-0.5	4	2	7	8	2

(cont.)
structure	sPLA2-III inh	GAA850 FXN act	GC-A act	GC-B act	proKLK7 act	ARFGAP1 inh	DDE Tn6 FP inh	rCAG RNA binder	ASAP1 inh	ADAM10 inh
CC(c1ccncc1)C(C)c1ccncc1 (stereo not given)	7	2.2	1	5	-0.5	1	5	14	-7	-1
COc1ccc(NS(=O)(=O)c2cccc(C(=O)OCC(=O)Nc3cc(C)on3)c2)cc1	-14	0.6	-2	-5	0.6	12	-3	6	-11	6
O=C(Cn1nc(C(=O)O)c2ccccc2c1=O)c1c[nH]c2ccccc12	-31	3.7	3	6	0.1	13	-7	21	21	13
COc1ccc(-c2noc(CCC(=O)N3CCN(c4ccccc4Cl)CC3)n2)cc1	-7	1.6	2	1	0.6	-18	-8	2	-4	13
CCC(CCC(=O)Nc1cccc([N+](=O)[O-])c1)C(=O)O (stereo not given)	-6	1.8	3	2	0.3	-2	5	1	1	0
Nc1c(C(=O)NCc2ccccc2)sc2nc3c(cc12)C(=O)CCC3	-1	-0.8	35	42*	0.0	7	2	0	-3	-4
O=C(Nc1ccn(Cc2c(F)c(F)c(F)c(F)c2F)n1)c1ccc(COc2ccccc2Cl)cc1	6	-0.1	4	3	-0.3	15	-1	2	4	-4
O=C(COC(=O)Cn1cnc2ccccc21)Nc1ccccc1C(F)(F)F	1	-1.2	0	2	0.4	7	1	0	3	-10
COc1cccc(CN2C(=O)CCC2(C)C(=O)NC2CCCCC2)c1 (stereo not given)	6	1.3	11	2	0.1	8	5	0	-1	-7
COc1ccccc1CNC(=O)COC(=O)c1ccc(Cl)nc1	3	-0.3	5	3	-0.5	-5	-1	3	-4	-14
COc1cc(S(=O)(=O)NCc2ccccn2)ccc1Cl	1	1.3	2	0	0.1	-5	-1	-1	1	9
CN(C)/C=C/C(=O)c1ccc([N+](=O)[O-])c(CS(=O)(=O)c2ccccc2)c1	-10	3.1	-1	5	0.4	-3	-7	35*	-6	16

Reprinted at random: four compounds from above
structure	sPLA2-III inh	GAA850 FXN act	GC-A act	GC-B act	proKLK7 act	ARFGAP1 inh	DDE Tn6 FP inh	rCAG RNA binder	ASAP1 inh	ADAM10 inh
COc1ccc(-c2cn(/N=C/c3ccc(Cl)cc3Cl)c(N)n2)cc1	-1	2.1	-3	0	-0.7	7	-11	15	-7	7
COc1ccccc1CNC(=O)COC(=O)c1ccc(Cl)nc1	3	-0.3	5	3	-0.5	-5	-1	3	-4	-14
CN(C)/C=C/C(=O)c1ccc([N+](=O)[O-])c(CS(=O)(=O)c2ccccc2)c1	-10	3.1	-1	5	0.4	-3	-7	35*	-6	16
O=C(Nc1ccn(Cc2c(F)c(F)c(F)c(F)c2F)n1)c1ccc(COc2ccccc2Cl)cc1	6	-0.1	4	3	-0.3	15	-1	2	4	-4

Continued.
structure	sPLA2-III inh	GAA850 FXN act	GC-A act	GC-B act	proKLK7 act	ARFGAP1 inh	DDE Tn6 FP inh	rCAG RNA binder	ASAP1 inh	ADAM10 inh
Cc1ccc(S(=O)(=O)N2CCCC2C(=O)O)cc1 (stereo not given)	9	0.5	4	3	-0.2	-9	6	3	-6	-3
COCc1cc(=O)n2[nH]c(N)nc2n1	3	1.0	2	1	0.4	-11	-1	4	5	2
CN(c1ccccc1)S(=O)(=O)c1cc(C(=O)OCC(=O)N2CCN(C(=O)c3ccco3)CC2)ccc1Cl	-6	-2.5	2	5	-0.2	1	-5	0	-1	8
CCOC(=O)c1cnc(N2CCN(c3ccccc3)CC2)[nH]c1=O	3	2.4	-6	-2	0.1	4	-4	1	-2	0
Cc1ccc(CCNC(=O)C2CC(c3ccccc3[N+](=O)[O-])=NO2)cc1 (stereo not given)	-1	-0.8	1	2	0.4	-3	-1	-7	-6	1
O=C(NCC1CCCO1)C(c1ccncc1)N(Cc1ccc(F)cc1)C(=O)CN1C(=O)c2ccccc2S1(=O)=O (stereo not given)	-9	-0.4	0	-5	-0.2	-9	-3	-5	9	-8
O=C(O)CSc1nc2ccccc2s1	-3	1.5	5	-3	0.2	16	-5	1	-1	5
CC(=O)Nc1ccc(CN2CCC(Oc3ccc(C(=O)N4CCCC4)cc3)CC2)cc1	-3	-0.8	0	0	0.2	-1	-5	-8	-10	2
COc1cccc(OCc2cc(/C=N/NC(=O)c3nc(Cl)c(Cl)c(N)c3Cl)ccc2OC)c1	-3	2.8	-3	1	48*	-2	-3	12	15	-105
Cc1cccc(NC(=O)c2ccc(S(=O)(=O)N3CCCCC3)cc2)c1	-10	-1.3	0	4	0.3	6	0	1	4	17
COc1ccc2c(c1)nc(SCC(C)O)n2C (stereo not given)	1	2.0	1	5	0.3	5	-3	-1	1	8
CCOC(=O)NC(Nc1cc(C)ccn1)(C(F)(F)F)C(F)(F)F	4	0.9	2	5	0.7	-7	-1	-4	17	-14

The listing continues.
structure	sPLA2-III inh	GAA850 FXN act	GC-A act	GC-B act	proKLK7 act	ARFGAP1 inh	DDE Tn6 FP inh	rCAG RNA binder	ASAP1 inh	ADAM10 inh
Cc1cc(NC(=O)CSCC(=O)Nc2ccccc2N2CCCCC2)no1	4	2.9	-1	-1	-0.1	4	8	-2	-3	-3
COC(=O)[C@]12C[C@H](CC(=O)NCC3CCCCC3)C(=O)N(Cc3cccc4ccccc34)C1=C[C@H](C(C)C)O[C@@H]2C1CC1	-7	.	-4	-2	0.0	.	8	7	.	7
CCOc1nc(N2CCOCC2)nc(N2CCOCC2)n1	1	1.7	0	-8	0.3	4	-2	-7	-10	-10
COc1cc2c(cc1NC(=O)COC(=O)CNC(=O)c1ccccc1)oc1ccccc12	-11	2.4	1	0	0.0	8	1	6	-3	-4
CCn1c(=O)c2sccc2n2c(CCCC(=O)NCCc3ccc(S(N)(=O)=O)cc3)nnc12	9	0.0	-1	5	0.1	7	4	-1	-14	6
O=C(COC(=O)c1ccccc1C(=O)c1ccccc1)Nc1ccc(SC(F)F)cc1	-23	-0.3	0	0	-0.5	1	-2	3	6	16
CCOC(=O)C1=C(C)NC(=O)CC1c1ccccc1 (stereo not given)	1	2.1	-3	5	0.0	0	2	-1	11	-1
O=C(COc1cccc2c1CCNC2=O)NC1CCCCC1	1	1.4	-4	-3	-0.1	8	-3	0	5	0
COc1cccc(C(NC(C)=O)c2nc(-c3cnc4ccccc4c3)cs2)c1 (stereo not given)	-4	1.4	-2	0	-0.3	15	4	3	-1	-1
CC(N=Cc1cc([N+](=O)[O-])ccc1O)c1ccccc1 (stereo not given)	3	2.5	2	-7	1.3	-4	-9	3	0	2
CCCn1cc(C(=O)Nc2ccc(Oc3cccnc3)cc2)c2ccccc21	-8	.	3	-5	-0.2	7	0	8	-3	1
CCCSCCCNC(=O)Cn1cc2c(n1)CCC(C)C2 (stereo not given)	15	-0.9	-3	3	0.3	-3	-1	-1	-8	-6

Carrying on:
structure	sPLA2-III inh	GAA850 FXN act	GC-A act	GC-B act	proKLK7 act	ARFGAP1 inh	DDE Tn6 FP inh	rCAG RNA binder	ASAP1 inh	ADAM10 inh
Cn1ccnc1C(O)(c1ccccc1)c1ccccc1	3	3.9	-1	2	0.1	14	3	-2	-3	-7
O=C(NCC1CCCO1)C1CCN(S(=O)(=O)c2ccccc2)CC1 (stereo not given)	1	0.5	-2	3	0.6	3	-4	0	-4	4
COc1cc(N2CCCC2)ccc1C=O	2	0.2	-1	-1	-0.1	11	-6	1	9	2
O=C(NCN1C(=O)C2C3C=CC(C3)C2C1=O)Nc1ccccn1 (stereo not given)	2	1.5	-1	4	-0.6	-4	4	0	-19	-6
CCCn1c(N)nc2ccccc21	8	1.0	2	-1	0.7	-13	0	-2	-4	-4
COc1ccc(-n2nc3c(c2NC(=O)COc2ccccc2OC)CS(=O)(=O)C3)cc1	-5	0.6	1	5	-0.4	-6	-1	5	5	-8
Cc1ccccc1N1C(=O)C2CCCN2C1=S (stereo not given)	-69	-0.7	3	4	0.8	2	9	6	-7	-5
